SENP7 inh = SENP7 protease inhibition. Q9BQF6. recombinant SENP7, Z-RLRGG-aminoluciferin luminescence, 40 min. inhibition, % at 5 µM. 1.5% of 330,000 active. AID 434973;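 active means inhibition above about 50% at the single test dose, limit read from the data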;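 further: plate controls were DMSO with enzyme for no effect and no enzyme buffer wells for full effect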
PfGluPho inh = PfG6PD (Plasmodium falciparum) enzyme inhibition. PfGluPho enzyme, NADPH resazurin-diaphorase fluorescence. inhibition, % at 20 µM. 0.78% of 350,000 active. AID 504690;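 active means inhibition reaching at least a set limit at 20 µM in the primary screen, cut at about 59% in these data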;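 further: 0% = DMSO wells with substrate and 100% = DMSO wells lacking glucose-6-phosphate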
Apaf-1 inh = inhibitors of human Apaf-1 apoptosome. O14727. reconstituted apoptosome caspase-3 activity, DEVD-Rh110 fluorescence. inhibition, % at 20 µM. 0.71% of 330,000 active. AID 489030; active means inhibition of at least 40% at 20 µM;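 further: plate controls were DMSO wells for no effect and DEVD-CHO caspase inhibitor wells for full effect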
Target sequence (O14727 whole entry, looked up): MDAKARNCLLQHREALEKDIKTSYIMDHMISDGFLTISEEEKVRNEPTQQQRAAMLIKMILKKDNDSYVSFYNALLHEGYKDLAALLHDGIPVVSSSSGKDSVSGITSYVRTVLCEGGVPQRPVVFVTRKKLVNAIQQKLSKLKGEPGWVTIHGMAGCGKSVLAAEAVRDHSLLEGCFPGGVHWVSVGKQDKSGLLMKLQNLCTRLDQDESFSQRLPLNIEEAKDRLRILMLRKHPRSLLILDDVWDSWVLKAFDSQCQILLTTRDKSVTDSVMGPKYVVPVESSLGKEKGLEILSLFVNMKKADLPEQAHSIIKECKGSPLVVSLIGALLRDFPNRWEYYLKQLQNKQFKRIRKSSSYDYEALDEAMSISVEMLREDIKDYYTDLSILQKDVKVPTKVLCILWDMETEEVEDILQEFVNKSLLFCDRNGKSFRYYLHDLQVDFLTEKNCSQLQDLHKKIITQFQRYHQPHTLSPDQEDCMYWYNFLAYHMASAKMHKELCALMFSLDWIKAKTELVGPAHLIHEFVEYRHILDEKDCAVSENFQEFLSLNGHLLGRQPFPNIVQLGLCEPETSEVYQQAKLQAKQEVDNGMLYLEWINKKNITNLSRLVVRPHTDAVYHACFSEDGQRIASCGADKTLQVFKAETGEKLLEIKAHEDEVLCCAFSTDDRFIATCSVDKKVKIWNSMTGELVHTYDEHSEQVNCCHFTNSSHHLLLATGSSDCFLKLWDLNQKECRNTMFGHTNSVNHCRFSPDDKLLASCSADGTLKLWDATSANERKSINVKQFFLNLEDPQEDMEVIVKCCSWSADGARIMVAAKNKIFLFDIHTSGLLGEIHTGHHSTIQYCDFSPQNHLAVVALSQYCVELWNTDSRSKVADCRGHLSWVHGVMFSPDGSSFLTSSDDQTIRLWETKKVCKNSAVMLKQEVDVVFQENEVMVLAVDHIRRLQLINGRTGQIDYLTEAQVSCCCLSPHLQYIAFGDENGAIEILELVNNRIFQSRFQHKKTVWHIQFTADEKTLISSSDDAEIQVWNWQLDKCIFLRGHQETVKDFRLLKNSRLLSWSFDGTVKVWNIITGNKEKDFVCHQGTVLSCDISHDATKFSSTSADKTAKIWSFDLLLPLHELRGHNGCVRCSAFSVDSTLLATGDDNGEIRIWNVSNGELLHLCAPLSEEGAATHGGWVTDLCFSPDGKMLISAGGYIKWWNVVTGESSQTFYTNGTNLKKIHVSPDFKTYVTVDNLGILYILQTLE
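Material: reconstituted apoptosome with Apaf-1, cytochrome c, caspase-9, procaspase-3, dATP. Technique: Rh110 fluorescence intensity. Buffer or medium: pH 7.5 Hepes buffer with CHAPS, BSA, DTT. Times: 30 min plus 50 min, RT.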
SENP6 block = SENP6 protease inhibition. Q9GZR1. Recombinant SENP6 catalytic domain, aminoluciferin luminescence. inhibition, % at 10 µM. 1.8% of 330,000 active. AID 2599;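 active means inhibition above about 50% at the single tested dose, limit read from the data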;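 further: plate controls were DMSO wells with enzyme for no effect and DMSO wells lacking enzyme for full effect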
SENP8 block-1 = inhibitors of human SENP8 protease; inhibition, % at 20 µM; recombinant SENP8, Nedd8 substrate fluorescence; Q96LD8; 0.64% of 360,000 active; AID 602440; in the data active means inhibition mostly above about 40%, no sharp cut-off; inactive means mostly below about 27%
HKDC1 inhibitor = blocks human hexokinase HKDC1 activity | 0.16% of 340,000 active | inhibition, % at 20 µM | recombinant HKDC1, G6PDH/diaphorase resazurin coupled fluorescence | AID 493160;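 active means inhibition above about 35% when tested at 20 µM, limit read from the data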;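 further: plate controls were DMSO wells with enzyme for no effect and DMSO wells lacking enzyme for full effect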
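Test system: recombinant HKDC1 (HK5) hexokinase enzyme, produced in-house / Doses: 20 µM test compound, 1% DMSO / Timing: 90 min, room temperature / Detection: G6PDH/diaphorase-coupled fluorescence, 1 mM NADP, 100 µM resazurin, 525/613 nm / Control set: DMSO wells with and without enzyme mix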
SENP8 block-2 = inhibitors of human SENP8 protease | Q96LD8 | purified SENP8, Z-RLRGG-aminoluciferin cleavage, luminescence | inhibition, % at 10 µM | 1.2% of 330,000 active | AID 2540; in the data active means inhibition above about 50%
SENP1 inh = SENP1 (human) catalytic domain inhibition; recombinant SENP1 catalytic domain, CyPet-SUMO1-YPet FRET cleavage; inhibition, % at 10 µM; 0.21% of 360,000 active;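 active means inhibition at least 30% at 10 µM, raw YFP signal under a set limit, fluorescence ratio 0.5 to 1.5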;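 further: 0% = enzyme with DMSO and 100% = no enzyme wells; some results filed as inactive read as strong as hits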
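Compound: 10 µM single point, 0.5% DMSO; Test system: hSENP1 catalytic domain, recombinant; Timing: 50 min reaction at room temperature; Technique: FRET, CFP and YFP emission; Control set: no-enzyme wells low, DMSO-plus-enzyme wells high control.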
NALP3 yeast inh = NALP3 inhibition in yeast | 0.39% of 330,000 active | inhibition, % at 10 µM | Yeast reconstituted NLRP3/ASC/caspase-1, beta-gal luminescence, 24 h;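 active means inhibition of 50% or more; inactive means inhibition below 50%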;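 further: plate controls were induced DMSO wells for no effect and uninduced yeast grown without galactose for full effect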
* marks the source's active call; other numbers are inactive results; · = no result given.

cpd	structure	SENP7 inh	PfGluPho inh	Apaf-1 inh	SENP6 block	SENP8 block-1	HKDC1 inhibitor	SENP8 block-2	SENP1 inh	NALP3 yeast inh
1	C=CCO/N=C/C1C(=O)CC(C)(C)CC1=O	-6	-8	0	-12	19	-1	-11	3	-17
2	CCOC(=O)C1=C(Nc2ccc(C)cc2)CC(C)(O)C(C(=O)OCC)C1c1ccccc1 (stereo not drawn)	4	-16	25	16	-10	1	-5	1	6
3	COc1ccc(Cl)cc1N1C(=O)C2CCCN2C1c1ccc(F)cc1 (stereo not drawn)	-3	-10	-1	1	4	-5	8	2	7
4	O=C(O)c1ccc(CNC(=O)c2ccc3c(c2)C(=O)N(Cc2cccnc2)C3=O)cc1	14	-8	-6	-5	1	-5	-2	0	14
5	Cc1ccc(NC(=S)Nc2cccc3cnccc23)cc1C	15	53	53*	65*	-212	9	54*	-9	33
6	CCCOc1ccc(CSC(=N)N)cc1C(=O)OC	3	-11	-21	-1	18	3	-3	2	17
7	CC(C)OC(=O)NCCOC(=O)Nc1ccc(Cl)c(Cl)c1	4	17	15	-10	4	2	5	1	13
8	CCN(CC)S(=O)(=O)c1ccc(N2CCOCC2)c(NC(=O)c2nn(C)c(=O)c3ccccc23)c1	·	3	·	·	8	-3	·	1	·

Single records (already shown).
CCOC(=O)C1=C(Nc2ccc(C)cc2)CC(C)(O)C(C(=O)OCC)C1c1ccccc1 (stereo not drawn) as listed: SENP7 inh = 4; PfGluPho inh = -16; Apaf-1 inh = 25; SENP6 block = 16; SENP8 block-1 = -10; HKDC1 inhibitor = 1; SENP8 block-2 = -5; SENP1 inh = 1; NALP3 yeast inh = 6
CC(C)OC(=O)NCCOC(=O)Nc1ccc(Cl)c(Cl)c1 as listed: SENP7 inh = 4; PfGluPho inh = 17; Apaf-1 inh = 15; SENP6 block = -10; SENP8 block-1 = 4; HKDC1 inhibitor = 2; SENP8 block-2 = 5; SENP1 inh = 1; NALP3 yeast inh = 13

Further compounds
cpd	structure	SENP7 inh	PfGluPho inh	Apaf-1 inh	SENP6 block	SENP8 block-1	HKDC1 inhibitor	SENP8 block-2	SENP1 inh	NALP3 yeast inh
9	COc1cc(OC)cc(-n2nc(C(=O)NCCCN3CCOCC3)c3ccccc3c2=O)c1	3	18	-16	8	14	-5	4	4	16
10	O=C(Nc1cccnc1Cl)c1cc([N+](=O)[O-])ccc1Cl	-8	11	2	21	8	-2	-8	0	-4
11	O=c1c2nnn(Cc3ccccc3)c2ncn1-c1ccccc1	1	-11	0	-13	15	-4	-7	2	7
12	Cc1cnc(C(=O)OCC(=O)Nc2cc(S(=O)(=O)N3CCCCC3)ccc2Cl)cn1	5	-2	-2	7	8	17	0	-5	-2
13	COc1ccc(CNC(=O)N2CCN(c3ccc(F)cc3)CC2)cc1Cl	-3	5	-5	27	8	-4	5	-1	12
14	O=C(NCCc1ccccc1)c1cc(-c2ccccc2)c(N2CCOCC2)s1	-4	0	24	-10	-43	0	-12	0	0
15	CC(C)Cn1c(-c2ccncc2)n[nH]c1=S	10	28	11	-8	4	7	5	-1	10
16	O=C(CN(Cc1cccs1)C(=O)CNS(=O)(=O)c1ccc(Cl)cc1)NCc1ccco1	2	5	4	-4	5	2	3	2	7
17	O=C(CN(C(=O)c1csnn1)c1ccccc1Cl)NCCc1ccccc1	1	-15	-2	-10	21	-2	5	3	13
18	Nc1nc(SCCO)[nH]c(=O)c1NC(=O)c1ccco1	10	-5	-3	-5	13	-7	4	0	18
19	CCCc1cc(=O)[nH]c(SCC(=O)Nc2cc(C)on2)n1	-7	-4	-11	-2	11	-3	0	2	10
20	CCOC(=O)c1ccccc1NC(=O)CSc1ncc(C(=O)OCC)c(N)n1	-9	14	13	-13	9	-1	-6	-2	18
21	CCc1c(C)sc(NC(=S)NC(C)C2CCCO2)c1C(=O)OC (stereo not drawn)	7	18	9	-10	18	0	-1	1	27
22	COc1ccc(C(=O)NC(C)CCc2ccccc2)c(O)c1 (stereo not drawn)	-9	-5	8	-30	11	-1	-10	2	11
23	CCNC(=O)N1CCC(n2nccc2NC(=O)CCOc2ccccc2)CC1	-7	3	7	1	0	-8	6	1	15
24	CC1Oc2ccccc2N(CC(=O)NC2CC2)C1=O (stereo not drawn)	-3	-18	7	-4	4	-4	4	1	11
25	CC(C)(C)NC(=O)NC(=O)COC(=O)CNS(=O)(=O)c1ccc(Br)cc1Cl	0	-7	-2	4	4	-9	4	2	14
26	O=C(NCc1ccccn1)c1cc(-c2ccncc2)nc2ccccc12	3	1	-3	-19	-15	-5	2	-1	5
27	Cn1c(SCCC#N)nnc1-c1ccc(F)cc1	9	·	-13	0	14	·	-2	-3	-9
28	COc1ccc(CCNC(=O)CSc2nc3c(c(=O)n(C)c(=O)n3C)n2C(C)C)cc1OC	-15	-1	-5	-8	3	-7	-3	1	-18
29	COc1ccc(CNC(=O)c2sc3nc4c(c(C(F)(F)F)c3c2N)CCC4)cc1OC	-1	23	20	-4	2	-6	1	42	20
30	CCOc1ccccc1C(=O)NC(CO)C(=O)O (stereo not drawn)	2	3	-14	6	8	5	2	1	2
31	c1ccc2c(c1)CC(N1CCCCC1)c1ccccc1N2 (stereo not drawn)	-5	-1	-2	-14	18	-1	-10	-2	21
32	COc1ccccc1NC(=O)COC(=O)[C@@H]1CCCN1C(=O)c1cccs1	8	6	0	13	10	-4	5	1	4
33	O=C1OC=NC1=Cc1ccccc1	·	-13	·	·	-19	-2	·	-33	·
34	NNC(=S)Nc1cccc(Cl)c1	10	2	-9	6	35	-8	6	4	21
35	O=C(Nc1cccc(Cl)c1N1CCCC1)c1ccc([N+](=O)[O-])o1	6	-10	10	3	3	2	0	2	12
36	CC(=O)Nc1nc(-c2ccccc2)c(-c2ccccc2)o1	9	-12	5	-1	-419	9	0	0	-29
37	Cc1ccc(C(=O)CSc2n[nH]c(C)n2)cc1	2	43	-1	8	17	7	6	1	1
38	O=C(Nc1ccncc1)c1ccc(S(=O)(=O)Nc2ccccc2)cc1	-14	11	11	1	7	1	-5	-1	4
39	Cc1cccc(C(=O)Nc2ccc(O)c3c(=O)cc(-c4ccccc4Cl)oc23)c1	24	-8	12	-1	17	-2	0	0	23
40	C/C(CC(=O)Nc1cccc(C(F)(F)F)c1)=N\NC(=O)C(=O)NCC(C)C	-4	7	17	-3	2	-1	0	-1	19
41	CCCCn1c(N)c(N(CCC(C)C)C(=O)C2CCN(C(=O)c3ccccc3C)CC2)c(=O)[nH]c1=O	8	-4	4	-2	2	1	1	-6	14
42	CCC(C)(C)NC(=O)C(c1cccc(OC)c1OC)N(CC(C)C)C(=O)CCC(=O)Nc1cc(C)on1 (stereo not drawn)	0	16	-1	2	1	-7	12	0	4
43	Cc1ccc2oc(C(=O)N3CCN(CCO)CC3)c(C)c2c1	-1	-10	-16	16	17	-5	-17	2	3
44	O=[N+]([O-])c1ccc(N/N=C/c2ccc(OCc3cccc4ccccc34)cc2)nc1	8	-15	-3	5	-88	-1	3	-27	12
45	CCNC(=O)CN(c1ccc(Br)c(C)c1)S(C)(=O)=O	0	0	-4	-6	8	-6	-5	1	1
46	Oc1ccc(Br)cc1-c1cc(-c2ccco2)[nH]n1	0	-3	16	-8	-2	0	-1	1	-6
47	CC(C)CC(=O)Nc1nnc(SCC(=O)Nc2nccs2)s1	-5	-29	-7	-13	-4	-11	-3	1	15
48	COC(=O)c1cc(OC)c(OC)cc1NC(=O)c1ccco1	-5	-6	-9	-3	-83	-5	4	-1	28
49	CCOc1ccc(NC(=O)C/C(C)=N/NC(=O)Cc2cccs2)cc1	-11	-5	5	17	10	-1	-7	1	-7
50	COc1cccc(NC(=O)c2ccc3c(c2)N(C)CCS3)c1	96*	94*	8	91*	-466	-1	94*	-20	33
51	O=C(NNc1ccccc1F)c1ccccc1	1	16	-8	-11	31	-1	-1	4	5
52	Cc1cccc(-n2ncc3c2CCCC3NC(=O)CN2CCCC2=O)c1C (stereo not drawn)	-6	-16	-203	-7	9	-5	-4	2	3
53	COc1ccccc1NS(=O)(=O)c1cc(C(=O)NCC(C)(C)N2CCOCC2)ccc1C	1	10	1	11	12	-1	5	-1	4
54	O=C(Nc1nc(-c2ccccc2)cs1)Nc1ccc(F)cc1F	2	3	0	18	2	-5	-5	1	16
55	Cc1ccccc1-c1ccc(=O)n(CC(=O)Nc2ccc(N3CCOCC3)cc2)n1	-1	4	-12	1	10	-3	-2	-1	12
56	NS(=O)(=O)c1cc(C(=O)OCC(=O)NC2CC2)ccc1Cl	-4	-5	-8	-2	19	-8	-11	0	16
57	Cc1ccc(CNC(=O)CCc2nc(-c3cccs3)no2)cc1	-5	-9	6	-8	15	7	0	4	35
58	O=S1(=O)[C@H]2C[C@@H]3C=C[C@@]2(CN1Cc1ccc(F)cc1)O3	-7	-8	-7	3	16	-7	7	1	10
59	NC(=O)NCc1ccccc1F	-11	8	2	-10	0	0	-3	1	14
60	Cc1ccc(-c2cnc(N)n2C)cc1C	5	-14	10	-9	-7	-6	-1	-5	6
61	CCN1CCN(CC(=O)N2N=C(c3cccs3)CC2c2ccc(OC)c(OC)c2)C(=O)C1=O (stereo not drawn)	-12	-8	18	13	-304	-5	-9	1	-7
62	O=C(Nc1cc([N+](=O)[O-])ccc1F)c1ccc2ccccc2c1	4	-2	4	-2	9	-6	0	1	13
63	O=C1c2c(O)cc(O)cc2O[C@H](c2ccc(O)cc2)[C@H]1O	1	-3	8	-13	62*	-4	-16	1	16

Screening results from PubChem.

Rows are unselected; about 4.1% have a hit in one of these screens.
